KCNQ2 inh: KCNQ2 potassium channel inhibitors, primary screen, cell-based, CHO-K1, FluxOR thallium flux, B-score (AID 2156). O88943. 20 min; stronger effect = lower value. B-score at 10 µM. hit rate 1.1% among 310,000;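 active = fluorescence ratio B-score at most minus 3 library SDs, with starting brightness B-score within 2 library SDs, cut at about -5.5 in these data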
Target sequence (O88943 whole entry, looked up): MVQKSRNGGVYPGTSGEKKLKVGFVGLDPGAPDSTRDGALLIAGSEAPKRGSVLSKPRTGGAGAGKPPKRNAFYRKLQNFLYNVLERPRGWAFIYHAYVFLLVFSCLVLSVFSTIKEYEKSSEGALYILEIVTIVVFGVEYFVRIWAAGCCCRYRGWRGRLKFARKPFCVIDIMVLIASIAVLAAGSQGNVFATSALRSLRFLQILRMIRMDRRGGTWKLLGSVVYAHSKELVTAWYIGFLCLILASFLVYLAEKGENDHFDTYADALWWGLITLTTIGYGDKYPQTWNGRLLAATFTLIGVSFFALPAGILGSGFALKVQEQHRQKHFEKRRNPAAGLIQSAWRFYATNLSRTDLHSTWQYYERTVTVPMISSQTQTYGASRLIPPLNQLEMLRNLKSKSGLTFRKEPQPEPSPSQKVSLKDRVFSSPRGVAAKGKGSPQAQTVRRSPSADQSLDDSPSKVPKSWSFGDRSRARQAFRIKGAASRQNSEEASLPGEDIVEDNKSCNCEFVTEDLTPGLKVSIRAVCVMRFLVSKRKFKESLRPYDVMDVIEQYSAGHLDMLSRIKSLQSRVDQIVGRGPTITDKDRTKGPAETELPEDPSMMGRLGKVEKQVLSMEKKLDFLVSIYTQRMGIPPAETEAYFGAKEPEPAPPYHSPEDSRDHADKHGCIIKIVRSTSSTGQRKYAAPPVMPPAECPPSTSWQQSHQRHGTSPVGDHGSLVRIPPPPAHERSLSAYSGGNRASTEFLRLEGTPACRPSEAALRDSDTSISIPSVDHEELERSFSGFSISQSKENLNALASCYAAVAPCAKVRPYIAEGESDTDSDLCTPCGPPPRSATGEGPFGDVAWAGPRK
CHT block: human CHT choline transport inhibition; Q9GZV3; AID 488975; CHT-expressing cells, membrane potential dye, choline response; stronger effect = lower value; hit rate 0.86% among 310,000; B-score at 10 µM;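 active = B-score over 3 SD under the library average, and starting fluorescence ratio not unusually high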;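 also: choline stimulus applied at its EC90 after an EC20 pre-addition; B-score computed on integrated fluorescence ratio after choline addition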
The depositor's hits bear a star; i = inactive; . = no result given.

Order of results – KCNQ2 inh, CHT block
> CC1CCc2sc(C(=O)N/N=C/c3ccc(O)cc3)cc2C1 (configuration not stated)
    i, i
> COc1ccccc1C(CNC(=O)c1cccc(S(=O)(=O)NCc2ccccc2)c1)N(C)C (configuration not stated)
    i, i
> CCOC(=O)Cc1csc(NC(=O)c2ccco2)n1
    i, i
> Cc1nc(N2CCN(c3ccccc3)CC2)nc2c1C(=O)CC(C)C2 (configuration not stated)
    i, i
> Clc1ccc(COn2nnc3ccccc32)c(Cl)c1
    i, i
> CCCCn1c(C(C)NC(=O)c2cccs2)nc2ccccc21 (configuration not stated)
    i, i
> Cc1ccc(NC(=O)COc2ccc(/C=C3/SC(=Nc4ccccc4)N(Cc4cccnc4)C3=O)cc2)cc1
    i, i
> O=C(Oc1cccnc1)c1ccc(Cl)cc1
    i, i
> COc1ccccc1C1/C(=C(\O)c2ccc3c(c2)OCCO3)C(=O)C(=O)N1CCCn1ccnc1 (configuration not stated)
    i, i
> Cc1cc(Oc2ccc(=O)n(C)n2)nc(Oc2ccc(=O)[nH]n2)n1
    i, i
> Cc1nc(C)c(-c2ccc(SCc3cccc(F)c3)nn2)s1
    i, i
> Cc1ccc(-c2cc(C(=O)NCCN3CCOCC3)c3ccccc3n2)o1
    i, i
> BrC(=C\c1ccccc1)/C=N/N1CCN(c2ccccc2)CC1
    i, i
> Cc1ccc(NC(=O)C2=C(O)CCn3c2nc2ccccc23)cc1
    i, i
> S=C(NNc1nc(Nc2ccccc2)nc(N2CCCCC2)n1)NC1CCCCC1
    i, i
> O=C(c1ccsc1)N1CCCC(N2CCOCC2)C1 (configuration not stated)
    i, i
> CN1CCN(CCCCOc2ccccc2-c2ccccc2)CC1
    i, i
> O=C(COc1ccccc1Cl)c1ccc[nH]1
    i, i
> Cc1ccsc1/C=N/NC(=O)c1nnn(-c2nonc2N)c1-c1ccc2c(c1)OCO2
    i, i
> Cn1c(SCC(=O)NCCc2ccccc2)nnc1C1CCCCC1
    i, i
> O=C(Nc1ccncc1)c1ccc2ccccc2c1
    i, i
> CCc1ccc(OCCOCC(O)CNC(C)(C)C)cc1 (configuration not stated)
    i, i
> COCCCNC(=O)CCn1c(=O)c2ccccc2n(CC(=O)NCCC2=CCCCC2)c1=O
    i, i
> CCOC(=O)c1oc2ccc(Cl)cc2c1NC(C)=O
    i, i
> CCC(CC)C(=O)Nc1nnc(S(=O)(=O)N(CC)c2ccc(OC)cc2)s1
    i, i
> O=C(COC(=O)c1ccc(NS(=O)(=O)c2ccc3c(c2)OCCO3)cc1)NCC1CCCO1 (configuration not stated)
    i, i
> Cc1ccc(C)c(NC(=O)Cn2nnc(-c3ccc(N4CCOCC4)cc3)n2)c1
    i, i
> O=C(OCC(=O)N1c2ccccc2Sc2ccccc21)c1ccc[n+]([O-])c1
    ., i
> FC(F)(F)c1cc(-c2ccco2)nc(NCc2ccc(Cl)cc2)n1
    i, i
> Cc1cc(C)n2nc(SCc3nnc(-c4ccccc4Br)o3)nc2n1
    i, i
> Cc1cccc(C(=O)/C=C2/c3ccccc3CC(C)(C)N2C)c1
    i, i
> Cn1ncc(S(=O)(=O)Cc2ccccc2)c(Cl)c1=O
    i, i
> COc1ccc(/C=N/NC(=O)Cc2cc(OC)c(OC)cc2[N+](=O)[O-])cc1
    i, i
> COc1cc(/C=N/NC(=O)CNS(=O)(=O)c2ccc(C)cc2)cc(OC)c1OC
    i, i
> CCOC(=O)C(Cc1ccccc1)NC(=O)Cn1nnc(-c2ccccc2)n1 (configuration not stated)
    i, i
> Cc1ccc(C(=O)NC(=O)OCCn2c(C)cnc2[N+](=O)[O-])cc1
    i, i
> O=C(NCCOC(=O)c1ccc(Cl)cc1)c1cccnc1
    i, i
> CCOC(=O)CSc1cc(=O)n(C)c2cc(Cl)ccc12
    i, i
> Cc1cc(C)n(/N=C/c2ccc(C(C)C)cc2)c(=O)c1C#N
    i, i
> Cc1ccc(Cn2c3ccccc3c3cn[nH]c(=O)c32)cc1
    i, i
> COc1ccc(-c2csc(NC(=O)CSc3nnc(Nc4ccccc4C)s3)n2)cc1
    i, i
> COc1cc(OC)c(NC(=O)c2cncn2-c2ccc(F)cc2)cc1Cl
    i, i
> CCC(C)NC(=O)CCn1c(-c2ccccc2)cc(C(C)=O)c1C (configuration not stated)
    i, i
> CC(C)C[C@H]1CN=C(Nc2ccccc2)N1CC1CCC1
    i, i
> COc1ccc(S(=O)(=O)Cc2ccc(C(=O)NCCCN3CCc4ccccc4C3)o2)cc1
    i, i
> C(=C\c1ccccc1)/C=N/n1cnnc1
    i, i
> Cc1cc(NS(=O)(=O)c2ccc(NC(=O)C(C)Oc3ccc(Cl)cc3)cc2)no1 (configuration not stated)
    i, i
> CC(=O)c1cccc(NC(=O)CCc2nnc3ccc(N4CCN(C)CC4)nn23)c1
    i, i
> C/C(N)=C(/C#N)C(=O)COC(=O)c1cc2c(s1)CCC(C)C2 (configuration not stated)
    i, i
> CC1CCC(N2CC(=O)N(Cc3ccc4c(c3)OCO4)C(c3ccc(F)cc3)C2=O)CC1 (configuration not stated)
    i, i
> Cc1cc(=O)[nH]c(SCCOc2ccc(OC(C)C)cc2)n1
    i, -5*
> COc1ccc(OCC(O)CN(C)C(=O)/C=C/c2cccc([N+](=O)[O-])c2)cc1 (configuration not stated)
    i, i
> CCC(=O)Nc1cccc(-n2nnnc2SCC(=O)c2ccc(C)c(C)c2)c1
    i, i
> Cc1ccc2cc3c(NC(=O)CC(C)C)nn(C)c3nc2c1
    i, i
> Cc1cc(=O)[nH]c2c1c(=O)[nH]n2C1CC(C)N(C)CC1C (configuration not stated)
    i, i
> O=S1(=O)C=C(SCCN2CCCC2)c2ccccc21
    i, i
> Cc1ccnn2c(-c3ccccc3)c3c(=O)n(C)c(=O)n(C)c3c12
    i, .
> O=C1CC(C(=O)N(CC2CCCO2)C(C(=O)NC2CCCCC2)c2ccncc2)CS1 (configuration not stated)
    i, i
> CN1C(=O)c2c(sc3c2CC(C)(C)SC3)N2CCN=C12
    ., i
> Cc1ccc(S(=O)(=O)Oc2ccccc2/C=C2/SC(=O)NC2=O)cc1
    i, -6*

Next part:
Order of results – KCNQ2 inh, CHT block
> C=CCn1c(SCc2c(F)cccc2Cl)nnc1-c1ccco1
    i, i
> COC(=O)N1c2ccccc2CCc2ccccc21
    i, i
> CCN1C(=O)C2C(c3ccc(O)c(OC)c3)NC(C)(C(=O)OC)C2C1=O (configuration not stated)
    i, i
> CC1CC(C)CN(CCC(=O)Nc2ccc3c(c2)CCC3)C1 (configuration not stated)
    i, i
> O=C(C[N+]12CC[N+](CC(=O)c3ccc(F)cc3)(CC1)CC2)c1ccc(F)cc1
    i, i
> N#CC1=C(N)Oc2cc(O)ccc2C1c1ccc(Br)s1 (configuration not stated)
    i, i
> Cc1ccc(OCC(=O)Nc2nnn(C)n2)c(C)c1
    i, i
> Cc1cccc(C(=O)Nc2ccc(C(=O)N/N=C/c3cccnc3)cc2)c1
    i, i
> O=C(NCc1ccccn1)c1cn(-c2ccccc2)nc1-c1ccc(Cl)cc1
    i, i
> Cc1onc(-c2c(F)cccc2Cl)c1C(=O)N[C@@H]1C(=O)N2C(C(=O)O)C(C)(C)S[C@H]12 (some centres not stated)
    ., i
> O=C(NNS(=O)(=O)c1ccc(F)cc1)C1CCN(Cc2cccc(F)c2)CC1
    i, i
> O=C(CCN1C(=O)/C(=C/c2ccc(F)cc2)SC1=S)NC1CCS(=O)(=O)C1 (configuration not stated)
    i, i
> CCOC(=O)NC(=O)CN1C(=O)NC2(CCc3ccccc32)C1=O (configuration not stated)
    i, i
> O=C(CSc1ccc2nnc(-c3ccccn3)n2n1)Nc1ccccc1C(F)(F)F
    i, i
> C#CCOCCOCCOCCNc1nc(N2CCN(C(=O)[C@H](Cc3ccc(O)cc3)n3cc([C@@H](N)C(C)CC)nn3)CC2)nc(N2CCN(C(=O)[C@H](Cc3cc4ccccc4[nH]3)n3cc([C@@H](N)C(C)CC)nn3)CC2)n1 (some centres not stated)
    i, i
> CCn1c(SCC(=O)N2CCCC2)nc2c(c1=O)SC(C)C2 (configuration not stated)
    i, i
> COc1c2occc2c(OC(C)=O)c2c(=O)cc(C)oc12
    i, i
> CC(=O)Nc1ccc(S(=O)(=O)Nc2ccc(S(=O)(=O)N3CCCCCC3)cc2)cc1
    i, i
> CN(CC(=O)Nc1ccccc1C(F)(F)F)C(=O)Cn1c(=O)oc2ccccc21
    i, i
> O=C(Nc1ccc(S(=O)(=O)N2CCCC2)cc1)c1ccc(CN2CCc3ccccc3C2)cc1
    i, i
> O=C(Cn1ncc2c3ccccc3n(Cc3ccc(Cl)cc3)c2c1=O)NCCCN1CCCC1=O
    i, i
> C#CCOCCOCCOCCNc1nc(N2CCOCC2)nc(N2CCN(C(=O)[C@H](Cc3cc4ccccc4[nH]3)n3cc([C@@H](N)CC(C)C)nn3)CC2)n1
    i, i
> O=C(Nc1ccccc1)N1CCN(c2ccc(C(F)(F)F)cn2)CC1
    i, i
> Cc1cc(C)nc(N=Nc2c(O)n(Cc3ccc(Cl)cc3)c3ccccc23)n1
    -5.9*, i
> CCOc1ccc(-n2cnc3sc4c(c3c2=O)CCCC4)cc1
    i, i
> O=C1COc2ccc(C(=O)COC(=O)Cc3ccsc3)cc2N1
    i, i
> C=CCn1c(COc2ccccc2)nnc1SCC(=O)C(C)(C)C
    i, i
> O=C(Nc1ccccc1-c1ccccc1)NC1CC2CCCC(C1)N2Cc1ccc(F)cc1 (configuration not stated)
    i, i
> Cc1cccc(NC(=O)CSC2=NN3CCCC(=O)N=C3S2)c1C
    i, i
> Cc1ccnc(NC(=O)CNC(=O)C23CC4CC(CC(C4)C2)C3)c1
    i, i
> O=C(Nc1ccccc1F)N1CCc2ccccc2C1
    i, i
> CCCn1c(=O)c(C(=O)Nc2cccc(C)c2)c(O)c2ccccc21
    i, i
> CCN(CC)C(=O)CSc1nnc([C@@H](N)C(C)C)o1
    i, i
> O=C(NNC(=O)C1CCCCC1)c1ccco1
    i, i
> O=C(CN1CCCCC1)NC1CCc2cc3c(cc21)CCC3 (configuration not stated)
    i, i
> COc1ccc(N2CCN(C(=O)C3CCN(C(=O)c4cccc(Cl)c4)CC3)CC2)cc1
    i, i
> CCn1cc(C(=O)NCC(OC)OC)c(=O)c2cc(S(=O)(=O)N3CCC(C)CC3)ccc21
    i, i
> CCOC(=O)c1c(C)nc(-c2ccccc2)nc1NC(C)=O
    i, i
> Cc1ccc(C)c(NC(=O)CN(C)C(=O)Cn2c(=O)oc3ccccc32)c1
    i, i
> O=C(NCCCc1ccccc1)C1CCC(CNc2c(N3CCCCC3)c(=O)c2=O)CC1 (configuration not stated)
    i, i
> CN1CCN(CCC(=O)Nc2ccccc2Cl)CC1
    i, i
> O=C(CSc1nnnn1-c1cccc2c1CCCC2)NC1CCCC1
    i, i
> C=CCNc1nc(-c2ccc(OC)cc2OC)cs1
    i, i
> CCCOc1ccc(CNC(=O)Cc2cccs2)cc1
    i, i
> O=C(OCC(=O)N1CCOCC1)c1c(Cl)ccc(Cl)c1Cl
    i, i
> Cc1cc(C)nc(SCc2ccc(C(=O)N/N=C/C3CCCCC3)cc2)n1
    i, i
> CC(=O)N1CCN(S(=O)(=O)c2cccc(C(=O)Nc3cc(C(F)(F)F)ccc3N3CCOCC3)c2)CC1
    i, i
> COc1ccc(C(=O)Nc2ccccc2)cc1S(=O)(=O)NCc1ccco1
    i, i
> FC(F)(F)c1cnc(Oc2cccc3ccccc23)c(Cl)c1
    i, i
> Cc1ccccc1OCCn1c(S(=O)(=O)O)nc2c(N)ncnc21
    i, i
> Cc1ccc(-c2cc(C(=O)N/N=C/c3c(C)nn(C)c3C)c3ccccc3n2)cc1C
    i, i
> COc1ccc(N(C(=O)c2ccco2)C(C(=O)NC2CCCC2)c2cc(OC)c(OC)c(OC)c2)cc1 (configuration not stated)
    i, i
> c1ccc(Cn2nnnc2C(c2ccccn2)N2CCN(c3ccccc3)CC2)cc1 (configuration not stated)
    i, i
> CCc1ccc(N(C(=O)c2csnn2)C(C(=O)NC2CCCCC2)c2cccnc2)cc1 (configuration not stated)
    i, i
> COc1cc2cc(C(=O)N3CCN(Cc4ccc5c(c4)OCO5)CC3)c(=O)oc2cc1OC
    i, i
> Cc1ccc2[nH]c3c(=O)n(CC(=O)Nc4ccccc4N4CCN(C)CC4)ncc3c2c1
    i, i
> Cc1ccc(-n2c(=O)c3sccc3n(CC(=O)NC3CCCC3)c2=O)cc1
    i, i
> C/C(=N\NC(=O)c1cccc(O)c1)c1cccc(NC(=O)c2ccc(F)cc2)c1
    i, i
> O=C(NCCCNC(=O)c1ccccc1Cl)c1cnccn1
    i, i
> COc1ccc(C(=O)CC(=O)C(=O)NCCc2cccc(C)c2)cc1
    i, i

High-throughput results: PubChem BioAssay, Johns Hopkins Ion Channel Center
